Assay outcomes (PubChem)
ALDH1A1 inh = ALDH1A1 (human) enzyme inhibition | P00352 | Potency, µM (series often up to 75.3 µM), for the others: top-dose activity, negative = inhibition, usual class: inhibitors | Purified ALDH1A1, NADH fluorescence, propionaldehyde substrate | AID 1030 | 220,000 tested, 7.3% active; active = well fitted inhibition curve with a large enough effect, not every such curve was filed as active; inconclusive = small, poorly fitted or top-dose-only effect, or another doubt; inactive = no such curve, though single readings can be large or run the other way;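 also: plate controls were no enzyme wells and a reference inhibitor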
Target sequence (P00352 whole entry, looked up): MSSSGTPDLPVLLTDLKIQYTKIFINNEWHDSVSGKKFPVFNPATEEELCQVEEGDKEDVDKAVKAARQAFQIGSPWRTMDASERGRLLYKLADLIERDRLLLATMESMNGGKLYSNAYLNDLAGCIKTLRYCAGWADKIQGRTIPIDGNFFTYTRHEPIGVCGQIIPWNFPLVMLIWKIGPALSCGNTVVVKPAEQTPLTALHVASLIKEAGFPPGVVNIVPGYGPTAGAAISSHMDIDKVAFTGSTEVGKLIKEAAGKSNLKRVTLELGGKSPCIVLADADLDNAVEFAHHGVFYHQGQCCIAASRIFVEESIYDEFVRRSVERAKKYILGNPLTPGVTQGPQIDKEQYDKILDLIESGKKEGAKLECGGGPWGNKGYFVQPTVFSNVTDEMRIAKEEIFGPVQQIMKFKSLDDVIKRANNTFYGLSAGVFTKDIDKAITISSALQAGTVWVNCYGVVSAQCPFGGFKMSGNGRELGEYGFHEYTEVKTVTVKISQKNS
Tau fibril ThT = blocks human tau fibril formation measured by thioflavin T; recombinant tau K18 P301L (four-repeat tau fragment), heparin-induced fibrillization, ThT fluorescence; Potency, µM (top dose mostly 57.4 µM), inactives show at the top dose activity, negative = inhibition, actives largely listed as inhibitors; 270,000 tested, 2.1% active; AID 1460; also: % is scaled to controls: 0 for no effect and ±100 for the full control effect; nearly all actives have a fitted effect of over 55% in size
Target sequence (P10636 561-689 P618L limits assumed): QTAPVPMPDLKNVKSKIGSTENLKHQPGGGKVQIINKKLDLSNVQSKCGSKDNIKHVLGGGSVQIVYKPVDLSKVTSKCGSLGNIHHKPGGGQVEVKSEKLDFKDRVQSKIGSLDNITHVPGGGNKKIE
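Tau K18 P301L fragment (15 uM unlabeled plus 0.24 uM Alexa 594-labeled) in 100 mM sodium acetate pH 7 with compound, fibrillization induced by 20 uM heparin for 6 hr at 37 C. Thioflavin T (30 uM) added, fluorescence read after 1 hr (ex 450, em 510 nm).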
Luc counter = Kinase-Glo luciferase inhibition (counter-screen); Kinase-Glo luciferase, ATP luminescence, 8 min; Potency, µM (top dose mostly 38.3 µM), for inactives: at the highest dose activity change, negative = inhibition, hits mostly inhibitors; Q27757; 200,000 tested, 0.28% active; also: % is scaled to controls: 0 for no effect and ±100 for the full control effect; nearly all actives have a fitted effect of over 60% in size
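Light output from Kinase-Glo luciferase with luciferin and 10 uM ATP in 50 mM imidazole pH 7.2, KCl, MgCl2, Tween 20, BSA; compound pin-delivered, 8-min ambient incubation, then luminescence read.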
Lamin A splicing = modulators of lamin A splicing | HeLa LMNA splicing GFP/RFP minigene ratio, 48 h | Potency, µM (doses to about 46.1 µM), inactives show at the top dose ratio change, negative = inhibition, usual class: inhibitors | 200,000 tested, 0.01% active; active = well fitted inhibition curve with a large enough effect in the signal ratio, with a control signal flat, not every such curve was filed as active; inconclusive = small, poorly fitted or top-dose-only effect, or effect the other way, or a change in a side signal; the % refers to the signal ratio; also: % is scaled to controls: 0 for no effect and ±100 for the full control effect
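S3 HeLa cells stably expressing lamin A-EGFP splicing minigene plus DsRed2, 600 cells/well, 48 h compound exposure at 37C. Laser-scanning cytometry; analysed as GFP (500-530 nm)/RFP (575-640 nm) total intensity ratio; 0.5% DMSO vehicle.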
JMJD2E inh = JMJD2E (human) inhibition; JMJD2E catalytic domain, FDH-coupled NADH fluorescence (FDH is formaldehyde dehydrogenase); Potency, µM (top dose mostly 57.1 µM), for the others: at the highest dose activity change, negative = inhibition, usual class: inhibitors; 230,000 tested, 1.6% active; active = well fitted inhibition curve with a large enough effect, not every such curve was filed as active; inconclusive = small, poorly fitted or top-dose-only effect, or another doubt; inactive = no such curve, though single readings can be large or run the other way;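 also: 0% = wells with enzyme and -100% = buffer wells without enzyme; nearly all actives have a fitted effect of over 50% in size; many of its hits are not listed in these tables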
Target sequence (B2RXH2 1-337 limits assumed): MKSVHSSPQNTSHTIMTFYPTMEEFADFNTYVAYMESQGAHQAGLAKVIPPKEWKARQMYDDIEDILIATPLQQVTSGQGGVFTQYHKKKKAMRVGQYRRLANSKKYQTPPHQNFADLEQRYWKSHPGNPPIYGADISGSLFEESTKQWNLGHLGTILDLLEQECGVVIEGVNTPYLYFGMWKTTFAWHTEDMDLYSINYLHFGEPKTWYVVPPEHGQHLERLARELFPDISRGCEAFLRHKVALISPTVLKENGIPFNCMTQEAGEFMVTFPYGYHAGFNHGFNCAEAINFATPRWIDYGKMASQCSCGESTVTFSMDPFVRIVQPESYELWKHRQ
L3MBTL1 block = L3MBTL1 (human) inhibition; AID 485360; Q9Y468; Potency, µM (top dose mostly 57.1 µM), without a hit: at the top dose activity, negative = inhibition, usual class: inhibitors; 230,000 tested, 0.66% active; AlphaScreen L3MBTL1–H3K9me1 peptide binding; also: % is scaled to controls: 0 for no effect and ±100 for the full control effect; nearly all actives have a fitted effect of over 60% in size
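L3MBTL1 (50 nM) pre-complexed 30 min with biotinylated H3(1-15)K9me1 peptide (75 nM), then compounds added for 30 min at room temperature; AlphaScreen streptavidin donor/nickel chelate acceptor beads (10 ug/mL final) read after 30 min dark incubation.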
RECQ1 helicase = inhibitors of human RECQ1 DNA helicase. P46063. RECQ1 DNA unwinding, red fluorescence kinetic read. Potency, µM (series often up to 57.3 µM), inactives show at the top dose activity, negative = inhibition, hits mostly inhibitors. 240,000 tested, 0.54% active. AID 2549;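 also: plate controls were vehicle for no effect and no enzyme for full effect; nearly all actives have a fitted effect of over 30% in size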
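RECQ1T1 50 nM; forked duplex (20 bp + 30-nt ss tails) 200 nM, ATP 2 mM final; pH 8.0, 2 mM MgCl2, 2.5 ug/ml poly(dI-dC); 15 min compound preincubation; discontinuous kinetic read over 2 h at RT.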
SMN2 splice up = enhancers of SMN2 splice variant expression; HEK293 SMN2-luciferase splicing reporter, luminescence, 30-36 h; Potency, µM (titrated, usually from 46.1 µM), for inactives: top-dose activity change, positive = activation, usual class: activators; 210,000 tested, 2.8% active; also: % of control where 0% means no effect; nearly all actives have a fitted effect of over 55% in size
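HEK293 cells carry an SMN2 […]–luciferase reporter in which exon 7 inclusion puts luciferase in frame. Cells were plated 10-12 h before compound addition, then incubated 30-36 h at 37C. ONE-Glo luminescence was read; sodium butyrate at 4.5 mM final served as control.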
Starred values were filed as active, the others as inactive; i = inactive; ? = inconclusive; / = no result given; & = joins results of further samples; [ ] = another dose, or the depositor's remark. Unless noted, calls follow the shape of the dose curve; as a rule, active = well fitted curve in the direction sought with a large enough effect; inconclusive = small, poorly fitted or top-dose-only effect, or another doubt; inactive = no such curve, though single readings can be large; an effect the other way counts as inactive or inconclusive. Potency is read from the fitted curve at half-maximal effect. Not all compounds are listed; count on the stated rates, not on these rows.

SMILES | ALDH1A1 inh | Tau fibril ThT | Luc counter | Lamin A splicing | JMJD2E inh | L3MBTL1 block | RECQ1 helicase | SMN2 splice up
C[C@H]1[C@H]2CC[C@H]3[C@@H]4CC=C5C[C@@H](N(C)C)CC[C@]5(C)[C@H]4CC[C@]23CN1C | 7% | 2% | -4% | / | 3% | / | -3% | 4%
CCO[C@H]1OC(C(=O)N2CCOCC2)=C[C@@H](c2coc3ccccc3c2=O)[C@@H]1CCCO | 3% | 9% | / | / | 8% | 8% | -4% | /
CCCCOCCCNC(=O)CCCOc1ccccc1 | 2% | -9% | -1% | 29% | 2% | / | -9% | 13%
COc1cc(CN2CCNC(=O)C2CC(=O)N2CCCO2)cc(OC)c1 (configuration not stated) | 8% | 1% | -2% | 5%[46 µM] | -4% | -2% | i | /
Cc1ccccc1N(CC(=O)O)S(C)(=O)=O | 5% | -2% | 1% | -1% | -19% | -18% | i | 6%
Cc1ccc(C(=O)c2cnc3ccccc3c2-c2ccccc2)cc1 | 13µM* | ? | -2% | -5% | -3% | -2% | -10% | -32%[inhibitor]
NS(=O)(=O)c1ccc(CCNC(=O)CSc2ccsc2[N+](=O)[O-])cc1 | -12% | ? | 0% | ? | 4% | -20% | -4% | 0%
Cc1cccc2cc(CN(CC3CCCO3)C(=S)Nc3ccccc3)c(=O)[nH]c12 (configuration not stated) | -14% | -6% | -1% | 0% | -11% | -4% | -6% | 9%[1.84 µM]
CCN(CC(=O)NCc1cccs1)C(=O)c1ccc(S(=O)(=O)N(C)C)cc1 | -10% | 4% | 6% | -6%[46 µM] | -1% | 2% | -7% | 17%
O=C(Cc1c(Cl)cccc1Cl)Nc1cccnc1 | 10% | -5% | -3% | / | 4% | -13% | ? | -6%
COC(=O)c1cc(C#N)c(Oc2cccc(C)c2C)nc1C | ? | -8% | 4% | -6% | 5% | 10% | -3% | -13%
COc1ccccc1NC(=O)COC(=O)c1ccccc1C(=O)N1CCN(c2ccccc2)CC1 | 10% | -6% | 2% | / | 3% | / | -14% | -11%
Fc1ccc(N2N=C(c3cccs3)CC2c2ccccc2)cc1 (configuration not stated) | ? | -13% | 0% | / | ? | / | -10% | -32%[inhibitor]
O=C(COC(=O)c1cccnc1Cl)NCc1ccco1 | 4% | -8% | 0% | 25%[46 µM] | 2% | -26% | i | 14%
Cc1cccc(C)c1N1CCN(C(=O)Cn2cncn2)CC1 | 13µM* | ? | -2% | / | -12% | 7% | -2% | 7%
COC(=O)c1ccc(N=Cc2c(C(F)(F)F)[nH]n(C)c2=O)cc1 | 8% | -7% | 0% | ? | 2% | -28% | i | -1%
Nc1ccc(-c2nc3ccc(C(=O)O)cc3s2)cc1 | ? | ? | -15% | 16% | ? | 6% | ? | /
CC1CCc2c(c3ccccc3[nH]c2=O)O1 (configuration not stated) | 1% | -8% | 7% | -3% | 6% | / | -3% | -14%
CCn1c(COc2c(C)cccc2C)nnc1SCc1nc2ccccc2c(=O)[nH]1 | 2% | -12% | -1% | ? | 4% | 5% | i | -7%
C=CCSc1ncc(-c2ccccc2)cn1 | -1% | -12% | -4% | 11%[46 µM] | 7% | 74%[activator] | 6% | 11%

Reformatted field by field: part of the list above
structure: O=C(COC(=O)c1cccnc1Cl)NCc1ccco1
- ALDH1A1 inh: 4%
- Tau fibril ThT: -8%
- Luc counter: 0%
- Lamin A splicing: 25%[46 µM]
- JMJD2E inh: 2%
- L3MBTL1 block: -26%
- RECQ1 helicase: i
- SMN2 splice up: 14%
structure: Cc1cccc(C)c1N1CCN(C(=O)Cn2cncn2)CC1
- ALDH1A1 inh: 13µM*
- Tau fibril ThT: ?
- Luc counter: -2%
- Lamin A splicing: /
- JMJD2E inh: -12%
- L3MBTL1 block: 7%
- RECQ1 helicase: -2%
- SMN2 splice up: 7%

Next part
SMILES | ALDH1A1 inh | Tau fibril ThT | Luc counter | Lamin A splicing | JMJD2E inh | L3MBTL1 block | RECQ1 helicase | SMN2 splice up
Cc1cc(C(=O)N/N=C2\CC(=O)CC(C)(C)C2)c2ccccc2n1 | 3% | -12% | 2% | -1% | -4% | 4% | 19% | -2%
Cc1cc(NC(=O)C2C3C(=O)N(CCC(C)C)C(C(=O)NCc4ccccc4)C34C=CC2(C)O4)no1 (configuration not stated) | 7% | -10% | 4% | -12% | 10% | 3% | -19% | -1%
Cc1ccccc1N(C(=O)Cc1c[nH]c2ccccc12)C(C(=O)NC1CCCCC1)c1ccco1 (configuration not stated) | 6% | -3% | -2% | 2% | 3% | 3% | -5% | 2%
Cc1c(Nc2cc(N3CCCC(C)C3)c3nonc3c2[N+](=O)[O-])c(=O)n(-c2ccccc2)n1C (configuration not stated) | 0% | -9% | -7% | 7% | 6% | -2% | i | -15%
CSc1ccccc1NC(=O)CN(C)CC(=O)Nc1ccccc1C(F)(F)F | 1% | -10% | -1% | / | 6% | / | i | -7%
O=C(N/N=C/c1ccc([N+](=O)[O-])o1)c1ccc(O)cc1 | 25µM* | 10µM* | -5% | ? | ? | -13% | 9% | -106%
O=C(Cc1n[nH]c(=O)c2ccccc12)Nc1ccc(-c2nnc3n2CCCCC3)cc1 | 16µM* | -12% | 2% | 2% | 7% | / | -6% | 7%
COc1ccc(CC(=O)N2CCN(c3ccc(C4=NNC(=O)CC4C)cc3)CC2)cc1 (configuration not stated) | ? | ? | -1% | 1% | ? | -4% | -13% | -3%
O=S(=O)(Nc1ccccc1O)c1cccc2cccnc12 | -11% | -8% | 1% | / | 8% | -3% | -2% | /
CCOC(=O)N1CCN(C(=O)CSCc2nc(-c3ccccc3F)oc2C)CC1 | 22µM* | ? | -3% | 8% | 1% | -3% | -1% | -46%[inhibitor]
Cc1c(Br)c([N+](=O)[O-])nn1C(C)C(=O)N1CCCc2ccccc21 (configuration not stated) | 2% | -1% | -6% | 5% | 8% | -3% | -5% | -1%
c1ccc2c(c1)[nH]c1c(N3CCC4(CC3)OCCO4)ncnc12 | ? | -20% | 0% | ? | ? | / | -12% | -73%[inhibitor]
COc1cc(/C=N/NC(=Nc2ccc(C)cc2)c2nc3ccccc3s2)ccc1O | -7% | ? | -6% | -16% | -18% | / | -3% | -9%
Cc1ccccc1CSCC(=O)NC(=O)NCc1ccco1 | 25µM* | -10% | 1% | 5% | -2% | ? | -7% | ?
COc1ccc(-c2c(C(C)=O)c(C)nc3sc4c(=O)[nH]nnc4c23)cc1 | ? | 8% | 0% | 16% | -1% | 8% | -5% | -5%
CC(C)CC(=O)NC(NC(=O)CC(C)C)c1cccc([N+](=O)[O-])c1 | 15% | -7% | 0% | 26%[46 µM] | 13% | 5% | 5% | 5%
O=C1NCCN(C(=O)CCc2nnc(-c3ccsc3)o2)C1c1ccc(F)cc1 (configuration not stated) | 1% | -7% | / | / | -2% | 5% | i | /
O=C(Nc1nc(-c2ccc(Cl)cc2)cs1)C1CCCO1 (configuration not stated) | -2% | -8% | 2% | / | -4% | 4% | i | 25%
CCOc1ccc2[nH]c(=O)c(CN(CCO)C(=O)c3ccc(OC)c(OC)c3)cc2c1 | ? | -16% | -1% | 2% | ? | / | -16% | 5%
COc1ccc(CCNCC(=O)Nc2ccccc2C(F)(F)F)cc1 | ? | -2% | -2% | ? | 13% | 52%[activator] | -4% | 3%
COc1ccc(N2CCN(C(CNC(=O)C(=O)NCc3ccncc3)c3ccco3)CC2)cc1 (configuration not stated) | -3% | -8% | -1% | 21%[46 µM] | 3% | 0% | i | -36%[inhibitor]
Cc1cccn2c(=O)c(C=O)c(N3CCC4(CC3)OCCO4)nc12 | -13% | 1% | / | / | -4% | 6% | -3% | /
COc1ccc(C(=O)/C=C/Nc2c(C)n(C)n(-c3ccccc3)c2=O)c(OC)c1 | ? | ? | 6% | -15%[46 µM] | ? | -1% | -11% | 8%
O=C(c1cccnc1)N(c1cc2sc(=O)oc2c2ccccc12)S(=O)(=O)c1ccccc1 | 10µM* | 11µM* | 0% | 12% | 14µM* | -5% | 0% | -104%
O=S(=O)(N1CCOCC1)N1CCN(c2ccc(F)cc2)CC1 | 4% | -10% | 3% | 8% | 0% | / | -13% | -6%
CC(C)C[C@@H](CC(=O)N[C@@H](CCCN)CC(=O)N[C@@H]1CCNC[C@H]1C(=O)N[C@H](CC(=O)N[C@@H](CCC(=O)O)CC(=O)O)Cc1ccccc1)NC(=O)[C@@H]1CCCC[C@H]1N | -12% | 0% | 0% | / | -12% | / | -5% | ?
CC(NC(=S)Nc1ccccc1C(F)(F)F)C1CC2CCC1C2 (configuration not stated) | ? | -11% | 3% | 14%[46 µM] | 4% | 2% | i | -28%
CC(C)c1cccc(C(C)C)c1NC(=O)c1ccccc1 | 0% | 1% | 3% | ? | -2% | 6% | i | 10%
O=C(NC1CCS(=O)(=O)C1)c1cccnc1 (configuration not stated) | ? | -3% | -5% | / | -5% | ? | 4% | 8%
O=C(COc1ccccc1)Nc1nnc(-c2ccc(Cl)s2)o1 | ? | -12% | 2% | -12% | ? | / | -19% | -18%
COc1ccc(/C=C2/CCOC2=O)cc1 | 2% | ? | 1% | -10% | 3% | 4% | -4% | -3%
COc1ccc(-n2nnnc2SCC(=O)NCc2ccco2)cc1OC | 0% | -9% | -5% | 3% | 1% | -3% | -15% | 7%
Cc1cc(NC(=O)CSc2nccn2-c2ccc(F)cc2)no1 | 2% | 2% | 2% | -6% | -1% | -8% | i | -14%
O=C(O)Cn1c2c(c3ccccc31)CCCC2 | -8% | -13% | -2% | 6% | ? | -5% | 5% | -6%
CN(C)S(=O)(=O)Nc1cccc(Br)c1 | / | -14%&-3% | / | / | 4%&0% | 1%&-3% | -3% | /
O=C(NCCCCNC(=O)c1ccc(Br)s1)c1ccc(Br)s1 | 6% | -1% | -5% | 7% | 0% | / | i | -23%
COC(=O)C1=C(C)NC(=O)NC1c1ccc(-c2ccc(F)cc2)o1 (configuration not stated) | -8% | -6% | 3% | 7%[46 µM] | -5% | / | -5% | -21%
CC(C)C12CN3CC(C(C)C)(CN(C1)C3c1ccco1)C2=O (configuration not stated) | 21% | -11% | 2% | -3% | -4% | 3% | -7% | 9%
